Bioassay records (PubChem)
NTR1 agonist = agonists of NTR1, primary screen, imaging, U2OS cells, beta-arrestin-GFP, high content (AID 493036); Neurotensin receptor type 1 (Homo sapiens), P30989; NTR1-U2OS beta-arrestin-GFP spot imaging, agonist mode; activation, % at 20 µM; hit rate 0.17% among 330,000;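 active means activation at or above 40% of the spot to cytoplasm intensity ratio, with at least 20 cells analyzed; inconclusive means wells under 20 cells, flagged as cytotoxic or low count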;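 further: 0% = DMSO without peptide and 100% = 100 nM NTR1 peptide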
Target sequence (P30989 whole entry, looked up): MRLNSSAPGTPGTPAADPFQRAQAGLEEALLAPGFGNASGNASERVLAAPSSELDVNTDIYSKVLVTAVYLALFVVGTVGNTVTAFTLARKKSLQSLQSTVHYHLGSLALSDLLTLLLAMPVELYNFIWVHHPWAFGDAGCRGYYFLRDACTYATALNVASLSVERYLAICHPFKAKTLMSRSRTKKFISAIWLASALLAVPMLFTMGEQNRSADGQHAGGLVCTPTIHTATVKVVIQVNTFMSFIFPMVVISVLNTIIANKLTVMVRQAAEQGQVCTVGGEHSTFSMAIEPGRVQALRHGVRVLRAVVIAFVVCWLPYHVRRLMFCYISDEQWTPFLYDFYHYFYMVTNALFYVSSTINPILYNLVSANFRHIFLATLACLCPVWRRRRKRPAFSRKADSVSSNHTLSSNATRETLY
AID2073 = inhibitors of Mint1-CaV2.2 protein interaction, biochemical, HTRF (AID 2073) | HTRF protein-protein interaction, Mint1-CaV2.2; higher % means a stronger effect | inhibition, % at 20 µM, or IC50 in µM where a hit was titrated | hit rate 0.19% among 290,000 | Voltage-dependent N-type calcium channel subunit alpha-1B (Homo sapiens); in the data active means inhibition mostly above about 51%, no sharp cut-off; inconclusive means no clear call, values can overlap the other calls; inactive means mostly below about 53%; further: some results filed as inactive read as strong as hits
GPR55 beta-arrestin = GPR55 agonists via beta-arrestin recruitment, primary screen, imaging, U2OS cells, beta-arrestin-GFP redistribution (AID 1961) | G-protein coupled receptor 55 (Homo sapiens) | U2OS GPR55 beta-arrestin-GFP redistribution imaging; higher % means a stronger effect | one-dose activation, % at 10 µM; EC50 in µM for titrated hits | hit rate 0.048% among 290,000;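 active means activation above 40% with more than 50 cells counted in the well; inconclusive means wells holding fewer than 50 cells, flagged as toxic or sparse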;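 further: U2OS osteosarcoma cells stably expressing GPR55 and beta-arrestin-GFP; plate controls were DMSO negative control for no effect and LPI positive control for full effect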
K1F lysis inhibition = inhibition of K1F phage lysis, E. coli UTI89, bacterial capsule biogenesis inhibitors, alamar blue (AID 488966). hit rate 0.02% among 340,000. inhibition, % at 100 µM; hits with a dose series show IC50 in µM. E. coli UTI89 K1F phage lysis, alamar blue, 2 h; higher % means a stronger effect;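 active means phage lysis inhibition, versus mean bacterial control, above a set limit; inconclusive means no clear call, values can overlap the other calls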;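 further: capsule biogenesis inhibitors block K1F phage lysis so surviving cells raise fluorescence; higher fluorescence means more inhibition of phage lysis; actives were called in the ten point dose series up to 300 µM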
NS5 inhibitors = Dengue-2 NS5 methyltransferase inhibitors, primary screen, biochemical, confirmation dose response (AID 588689); Genome polyprotein (Dengue virus type 2 (strain 16681-PDK53)); Dengue-2 NS5 methyltransferase capping enzyme assay, biochemical; higher % means a stronger effect; inhibition, % at 25 µM; hits with a dose series show IC50 in µM; hit rate 0.3% among 340,000; in the data active means a potency from the dose series; inconclusive means inhibition above about 29% without an active follow-up result
GPR35 antagonists = GPR35 antagonists blocking zaprinast-driven arrestin recruitment, primary screen, imaging, U2OS, beta-arrestin-GFP, zaprinast agonist (AID 2058) | inhibition, % at 10 µM, or IC50 in µM where a hit was titrated | hit rate 0.052% among 290,000 | G-protein coupled receptor 35 (Homo sapiens) | U2OS GPR35 beta-arrestin-GFP translocation imaging, zaprinast antagonism; higher % means a stronger effect;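 active means inhibition of at least 50% with at least 30 cells and total cytoplasm GFP at most 10,000,000; inconclusive means under 30 cells or total GFP of 10,000,000 plus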
SIAH1 antagonists = Siah-1 peptide-binding antagonists, primary screen, biochemical, fluorescence polarization, rhodamine-plectin, uHTS (AID 1817). E3 ubiquitin-protein ligase SIAH1 (Homo sapiens). Siah-1 / rhodamine-plectin peptide fluorescence polarization; higher % means a stronger effect. displacement, % at 20 µM; hits with a dose series show IC50 in µM. hit rate 0.02% among 290,000;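 active means displacement of at least 50% at 20 µM, with a fluorescence ratio check between 0.3 and a set limit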;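 further: plate controls were Siah plus tracer with DMSO for no effect and tracer alone without Siah for full effect; strong numbers were not always called active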
HIV fusion peptide = inhibitors of HIV fusion peptide binding, primary screen, biochemical, uHTS, fluorescence dequenching (AID 1986). cell-free peptide binding, fluorescence dequenching, 30 min; higher % means a stronger effect. inhibition, % at 20 µM, or IC50 in µM where a hit was titrated. hit rate 0.3% among 290,000; in the data active means inhibition mostly above about 52%, no sharp cut-off; inactive means mostly below about 76%; further: some results filed as inactive read as strong as hits
GPR55 LPI antagonism = GPR55 antagonists blocking LPI-driven arrestin recruitment, primary screen, imaging, U2OS, beta-arrestin-GFP, LPI agonist (AID 2013). hit rate 0.13% among 290,000. U2OS GPR55 beta-arrestin-GFP translocation imaging, LPI antagonism; higher % means a stronger effect. G-protein coupled receptor 55 (Homo sapiens). inhibition, % at 10 µM; hits with a dose series show IC50 in µM;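 active means spots per cell inhibited over 60%, with over 100 cells counted and total cytoplasm intensity under 500,000; inconclusive means wells with under 100 cells, flagged as likely toxic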;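 further: U2OS cells stably carrying GPR55 and arrestin-GFP stimulated by 5 µM LPI near EC80; imaged beta-arrestin-GFP aggregate spots per cell after agonist stimulation; plate controls were LPI-stimulated DMSO wells for no effect and DMSO wells without LPI for full effect; some results filed as inactive read as strong as hits; confirmed hits need IC50 under 10 µM and bright autofluorescent wells are also inconclusive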
NTR1 agonist cell count 20 µM = second read-out of NTR1 agonist, no call of its own (marks repeat the call); cell count; measured here: cell count, cytotoxicity flag
NS5 inhibitors pilot replicate = recorded beside NS5 inhibitors, whose call it bears; inhibition, %; measured here: pilot screen replicate inhibition
* hit, by the source's call; ? = inconclusive; . = not tested or not shown; & = joins results of further samples; [ ] = remark or other dose.

SMILES	NTR1 agonist	NTR1 agonist cell count 20 µM	AID2073	GPR55 beta-arrestin	K1F lysis inhibition	NS5 inhibitors	GPR35 antagonists	SIAH1 antagonists	HIV fusion peptide	GPR55 LPI antagonism	others
Fc1cccc(Cl)c1Cc1noc(/C=C/c2ccccc2)n1	1.6	54	-1%	0.5%	3.2%	-3%	17%	2%	6.0%	10%
CCn1nnnc1-c1ccc(OC)c(S(=O)(=O)Nc2ccc(C)c(C)c2)c1	0.7	66	-9%	-0.1%	5.1%	3%	-4%	-1%	-5.7%	19%
Cc1sc2nc(SCC(=O)C(C)(C)C)n(Cc3ccco3)c(=O)c2c1C	2.1	100	-5%	-0.2%	0.1%	-11%	-11%	-3%	5.7%	-17%	NS5 inhibitors pilot replicate=-2.6
CCOC(=O)c1cc(-c2ccc(Cl)s2)nc2c1c(C)nn2C	.	.	3%	0.6%	.	.	7%	-1%	-1.5%	3%
Cc1ccc(C)c(NC(=O)c2ccc3nccnc3c2)c1	-1.2	32	1%	-0.1%	0.3%	0%	-5%	-7%	1.3%	2%
CCc1ccc(-n2cc(-c3ccc([N+](=O)[O-])cc3)[nH]c2=S)cc1	1.4	46	8%	-0.1%	7.2%	-8%	-1%	-3%	-3.1%	4%
CCOC(=O)c1ccccc1NC(=O)C1CC(=O)N(c2ccccc2)C1 (stereo unspecified)	-2.1	105	-11%	-0.2%	0.0%	-4%	-9%	-1%	-0.2%	-10%
Cc1ccc(C(=O)NC2CCS(=O)(=O)C2)cc1S(=O)(=O)N1CCCCC1 (stereo unspecified)	1.9	51	-7%	-0.2%	-0.4%	-3%	-13%	-4%	-0.5%	4%
CCc1ccc2c(c1)C1(SC(NC(C)=O)=NN1C(C)=O)C(=O)N2CC (stereo unspecified)	2.0	71	-1%	-0.4%	0.0%	5%	-12%	2%	-0.3%	-16%
CC(=O)Nc1ccc(C2(c3ccc(NC(C)=O)cc3)NC(=O)c3ccccc32)cc1	-0.4	64	1%	-0.2%	-0.6%	-4%	10%	0%	0.5%	6%
CCOc1cccc(OCCOCCN(C)C)c1	1.7	55	0%	0.5%	2.8%	6%	27%	4%	1.7%	0%
Cc1cc(O)c(CN(C)C)c2c1C(=O)/C(=C/c1ccco1)O2	0.8	40	40%	0.3%	0.0%	?	-6%	-1%	30%	11%
CCc1nc(CNC(=O)C2CCC(=O)N(Cc3ccccc3F)C2)no1 (stereo unspecified)	1.4	49	3%	-0.2%	2.9%	-5%	-3%	-4%	-0.2%	-4%
COc1cc(NC(=O)COC(=O)CSc2ccc3ccccc3c2)c(C)cc1[N+](=O)[O-]	1.5	59	3%	0.0%	2.3%	2%	-4%	4%	0.9%	2%
O=C(Cc1csc(-c2ccccc2)n1)Nc1ccc(C(F)(F)F)cc1	12	59	10%	-0.3%	0.3%	-11%	2%	-6%	2.9%	4%
NC(=O)COC(=O)CNC(=O)c1sc2ccccc2c1Cl	1.4	46	18%	-0.3%	0.1%	-4%	1%	29%	0.0%	9%
C=C(C)CN=c1scc(C)n1/N=C/c1ccco1	-1.7	52	-13%	-0.2%	0.3%	0%	11%	-4%	-0.4%	-1%
COC(CN1CCc2c(C)nc3c(C#N)cnn3c21)OC	0.4	56	18%	0.2%	1.8%	-6%	-11%	7%	-1.2%	18%
CCOC(=O)c1c(-c2ccc(C)cc2)csc1NC1=NS(=O)(=O)c2ccccc21	5.3	54	-1%	0.2%	2.3%[50 µM]	-6%	8%	-2%	1.5%	4%
Cn1nnnc1SCC(=O)N(C1CCCCC1)C1CCCCC1	-0.1	73	-3%	0.0%	0.3%	8%	11%	-1%	18%	10%
CCOC(=O)C1CCN(c2nc3ccccc3n2CC(=O)c2ccccc2)CC1	0.8	27	-3%	0.0%	0.2%	-3%	6%	3%	-1.1%	0%
O=C(O)/C(=C\c1cn(-c2ccccc2)nc1-c1cccnc1)NC(=O)c1ccccc1	3.3	54	13%	0.3%	0.1%	-10%	-2%	-1%	1.9%	10%
COc1cc(C)c(C(N)=O)c(OC)n1	0.1	72	-2%	0.4%	-0.1%	-2%	2%	-4%	-1.3%	-5%
Cc1ccc(C)n1-c1ccccc1N1CCCCC1	0.3	55	0%	0.0%	0.4%	-2%	20%	2%	2.0%	15%
COc1ccc(C2CC(c3cccs3)=NN2C(=O)CSc2nnc(N)s2)cc1OC (stereo unspecified)	0.9	78	9%	-0.4%	0.5%	-4%	-14%	-4%	-0.1%	-3%
Cc1cc(C)cc(-n2nnn(C3C/C(=N/NC(N)=S)C4OCC3O4)c2=S)c1 (stereo unspecified)	5.2	49	8%	-0.3%	0.5%	5%	4%	-4%	-1.4%	1%
CCN(c1ccccc1)S(=O)(=O)c1ccc(C(=O)Nc2nnc(C3CC3)o2)cc1	-1.2	86	-1%	-0.4%	0.6%	-7%	-9%	1%	7.9%	6%
O=C(O)CCC(=O)NCCn1c(-c2ccccc2)csc1=Nc1ccccc1	2.2	38	?	0.3%	-0.7%&-0.1%	-10%&-1%	-11%	1%	-1.5%	22%
CN1CCN(c2cc(N3CCN(C(=O)c4ccco4)CC3)c3c4c(onc24)-c2ccccc2C3=O)CC1	11	57	25%	-0.1%	0.0%	-7%	1%	20%	5.9%	-4%
CCOc1ccc(Br)cc1CNc1ccc2c(c1)OCCO2	4.2	60	-16%	-0.1%	0.2%	6%	-15%	3%	-0.8%	-4%
CCc1cc2c(NC(C(=O)O)C(C)C)ncnc2s1 (stereo unspecified)	-0.8	90	5%	0.0%	0.2%	4%	-4%	2%	-0.3%	-3%
CCOCC(O)CS(=O)(=O)c1ccccn1 (stereo unspecified)	-1.0	53	-5%	-0.3%	0.4%	-8%	-5%	1%	1.0%	-3%
CCOC(=O)c1c(NC(=O)CSc2nnc(C)s2)sc2c1CCC(CC)C2 (stereo unspecified)	6.6	80	-6%	0.0%	0.5%	-3%	-14%	6%	0.9%	4%
Nn1c(SCC(=O)Nc2cccc(S(N)(=O)=O)c2)nnc1C1CC1	0.4	29	-2%	0.0%	3.2%	-8%	0%	-5%	-0.5%	12%
CCOc1ccc(OCC)c(NC(=O)CSCCc2ccccn2)c1	0.9	48	-6%	0.0%	0.1%	1%	-3%	1%	0.8%	9%
COc1ccccc1N/N=C/c1ccc2c(c1)OCO2	-2.9	73	-2%	0.4%	0.1%	-10%	-9%	1%	5.3%	13%
CCCNc1c(NS(=O)(=O)c2ccc(Cl)s2)c(=O)oc2ccccc12	2.3	61	1%	0.3%	0.1%	10%	9%	-1%	-0.6%	-13%
CC(=O)N=c1sc2c3ccccc3ccc2n1C	3.5	57	9%	-0.3%	-0.2%	-3%	11%	1%	14%	23%
Cc1ccc(-c2csc(NC(=O)Cc3cccs3)n2)cc1C	1.6	41	-4%	-0.1%	-0.1%	-4%	0%	-2%	0.4%	-4%
CCc1ccc2c(c1)cc(C)c1nnc(SCC(=O)Nc3cc(OC)c(OC)cc3C(=O)O)n12	1.3	64	24%	0.3%	0.3%	9%	19%	5%	-0.9%	0%
CCN1C(=O)C(CC(=O)NCCc2ccccc2)N(NC(=O)c2cccnc2)C1=S (stereo unspecified)	-0.4	56	-4%	0.1%	1.2%	1%	-2%	-2%	1.7%	16%
CCC1Oc2ccccc2C(=O)N(CC(=O)c2ccc3c(c2)OCCO3)C1=O (stereo unspecified)	3.2	49	-9%	-0.1%	0.2%	10%	-1%	7%	1.5%	1%
CC(C)(C)NS(=O)(=O)c1ccc(CCC(=O)N2CCOCC2)cc1	-0.6	69	-2%	0.2%	0.0%	2%	-8%	0%	-1.4%	-2%
COCC(=O)n1nc(NCc2ccc(OC)cc2)nc1NCc1ccc(OC)cc1	-0.8	68	3%	-0.1%	0.0%	-6%	-13%	1%	0.9%	-5%
COc1cccc(C2CC(c3cccc(Br)c3)n3ncnc3N2)c1 (stereo unspecified)	2.3	61	0%	0.3%	7.8%	-1%	-8%	2%	0.3%	5%
CCOC(=O)c1nnn(-c2nonc2NC(C)=O)c1C	1.3	63	-3%	-0.1%	0.6%	-5%	-18%	4%	-1.0%	5%
Cc1c(Br)cc(C(=O)NCCCN2CCOCC2)c(C)c1C	-0.2	54	-2%	0.9%	0.2%	-2%	15%	-2%	0.2%	-19%
Cc1ccc(CNS(=O)(=O)NCc2cccs2)cc1	-0.6	38	7%	-0.5%	0.3%	4%	6%	10%	-1.2%	1%
CC1(C)CC(=O)C(N=Nc2ccc(C(F)(F)F)cc2[N+](=O)[O-])=C(O)C1	-0.7	34	-4%	-0.4%	.	.	-13%	-11%	-1.9%	-3%
COCCn1c(=O)c2c(nc3n2CCCN3CCc2ccccc2)n(C)c1=O	1.0	86	-3%	-0.1%	0.8%	-12%	4%	2%	1.9%	3%
Cc1cc(=O)n2nc(N3CCCC(C(=O)NCc4ccc5c(c4)OCO5)C3)sc2n1 (stereo unspecified)	-0.8	53	3%	0.0%	1.2%	6%	-12%	2%	-1.5%	14%
O=S(=O)(NCCCc1ccccc1)c1cccc2nsnc12	0.1	55	-1%	-0.2%	-2.9%	4%	-5%	6%	-2.2%	-14%
CCOC(=O)C1CCCN(Cc2nc(N)nc(Nc3ccccc3)n2)C1 (stereo unspecified)	2.1	43	-4%	-0.1%	-0.7%	6%	-3%	-1%	0.0%	1%
O=C(CSc1ncccc1-c1nc2ccccc2[nH]1)NCc1ccco1	1.6	70	15%	-0.2%	3.4%	-6%	7%	-6%	-1.6%	5%
CCN(CC)CCNC(=O)C1(O)c2cc(Br)ccc2NC(=O)N1c1ccc(Cl)cc1 (stereo unspecified)	-1.9	82	0%	-0.1%	0.3%	1%	-10%	0%	2.3%	10%
Cc1cccc(NC(=O)CCS(=O)(=O)c2cccc3nsnc23)c1C	-2.3	95	6%	-0.1%	0.1%	-10%	8%	0%	2.9%	.
